# GPR55 LPI antagonism: inhibition of LPI-stimulated GPR55 beta-arrestin translocation – imaging, U2OS, beta-arrestin-GFP, LPI agonist, primary screen (AID 2013) | U2OS GPR55 beta-arrestin-GFP translocation imaging, LPI antagonism; higher % means a stronger effect | one-dose inhibition, % at 10 µM; IC50 in µM for titrated hits | actives 0.13% (n = 290,000);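 active means spots per cell inhibited over 60%, with over 100 cells counted and total cytoplasm intensity under 500,000; inconclusive means wells with under 100 cells, flagged as likely toxic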;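 further: U2OS cells stably carrying GPR55 and arrestin-GFP stimulated by 5 µM LPI near EC80; imaged beta-arrestin-GFP aggregate spots per cell after agonist stimulation; plate controls were LPI-stimulated DMSO wells for no effect and DMSO wells without LPI for full effect; some results filed as inactive read as strong as hits; confirmed hits need IC50 under 10 µM and bright autofluorescent wells are also inconclusive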
# GPR35 arrestin U2OS: GPR35 antagonists blocking zaprinast-driven arrestin recruitment, primary screen, imaging, U2OS, beta-arrestin-GFP, zaprinast agonist (AID 2058); U2OS GPR35 beta-arrestin-GFP translocation imaging, zaprinast antagonism; higher % means a stronger effect; one-dose inhibition, % at 10 µM; IC50 in µM for titrated hits; actives 0.052% (n = 290,000);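 active means inhibition of at least 50% with at least 30 cells and total cytoplasm GFP at most 10,000,000; inconclusive means under 30 cells or total GFP of 10,000,000 plus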
# Rac1 GTP hydrolysis: MgcRacGAP GTPase-activating activity inhibitors, confirmation, biochemical, ADP Hunter fluorescence; inhibition, % at 30 µM, or IC50 in µM where a hit was titrated; MgcRacGAP-stimulated Rac1 GTP hydrolysis, ADP Hunter fluorescence; higher % means a stronger effect; GST-tagged Rac1 F28L mutant substrate; actives 0.6% (n = 340,000); AID 624330;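 active means first-screen hits whose inhibition reached a set limit at any dose in the follow-up dose series; inconclusive means inhibition above the set first-screen limit but never retested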;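 further: fluorescence reports GDP produced by GAP-driven GTP hydrolysis; strong numbers were not always called active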
# GPR55 activation: selective activators of receptor GPR55 – imaging, U2OS cells, beta-arrestin-GFP redistribution, primary screen (AID 1961). U2OS GPR55 beta-arrestin-GFP redistribution imaging; higher % means a stronger effect. activation, % at 10 µM; hits with a dose series show EC50 in µM. actives 0.048% (n = 290,000);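 active means activation above 40% with more than 50 cells counted in the well; inconclusive means wells holding fewer than 50 cells, flagged as toxic or sparse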;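 further: U2OS osteosarcoma cells stably expressing GPR55 and beta-arrestin-GFP; plate controls were DMSO negative control for no effect and LPI positive control for full effect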
# NTR1 agonist: agonists of NTR1, primary screen, imaging, U2OS cells, beta-arrestin-GFP, high content (AID 493036) | actives 0.17% (n = 330,000) | activation, % at 20 µM | NTR1-U2OS beta-arrestin-GFP spot imaging, agonist mode;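 active means activation at or above 40% of the spot to cytoplasm intensity ratio, with at least 20 cells analyzed; inconclusive means wells under 20 cells, flagged as cytotoxic or low count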;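 further: 0% = DMSO without peptide and 100% = 100 nM NTR1 peptide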
# Target sequence (P30989 whole entry, looked up): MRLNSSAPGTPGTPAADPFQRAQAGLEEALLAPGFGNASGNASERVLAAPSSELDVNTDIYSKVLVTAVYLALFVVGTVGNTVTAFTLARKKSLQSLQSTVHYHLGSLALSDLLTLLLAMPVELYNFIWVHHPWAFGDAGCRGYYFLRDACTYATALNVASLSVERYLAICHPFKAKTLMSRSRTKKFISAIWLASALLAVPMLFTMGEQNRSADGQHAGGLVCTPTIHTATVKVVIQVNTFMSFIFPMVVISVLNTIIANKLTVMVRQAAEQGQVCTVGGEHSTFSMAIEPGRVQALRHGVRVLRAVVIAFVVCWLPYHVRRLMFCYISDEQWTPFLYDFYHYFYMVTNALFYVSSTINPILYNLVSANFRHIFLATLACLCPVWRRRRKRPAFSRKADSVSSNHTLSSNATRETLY
# Hep lipid drop: hepatic lipid droplet formation modulation; AML12 mouse hepatocytes, oleate lipid droplets, BODIPY imaging; inhibition, % at 6.5 µM; actives 0.4% (n = 240,000); AID 1656;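 active means lipid droplet intensity inhibited by at least 50%, with more than 500 cells counted; inconclusive means wells with under 300 cells, treated as cytotoxic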
#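 Assay system: AML12 mouse liver cells | Compound dosing: One dose, 6.5 µM compound | Read-out basis: Droplet intensity reduction, % inhibition | Measured by: Fluorescence imaging, 20x objective, two fields per well | Schedule: Overnight treatment with compound plus oleate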
# T cell modulator: T cell immune modulation candidate. actives 0.068% (n = 330,000). calls only at 7 µM. AID 2052. 2C CD8+ T cell-vesicle binding, flow cytometry; stronger effect = lower value;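 active means response, share of CD8 T cells binding vesicles, and their 90th percentile fluorescence all below set limits, cut at about 80% in these data, passing the limit was not always enough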
#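 Assay system – 2C mouse CD8+ T cells · Also added – QL9-loaded Drosophila micro-vesicles · Timing – Cell–vesicle co-incubation 1.5 h at 37 °C, staining 20 min on ice · Signal – flow cytometry of vesicle-bound cells · Measure – percent CD8+ FL2 mean versus row control · Controls – Peptide-free naked vesicles (low) and QL9 vesicles with 0.7% DMSO vehicle (high)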
# LYP phosphatase: inhibitors of LYP phosphatase, biochemical, fluorescence intensity, uHTS (AID 1779). inhibition, % at 11.5 µM, or IC50 in µM where a hit was titrated. recombinant LYP phosphatase, fluorescence intensity; higher % means a stronger effect. actives 0.054% (n = 290,000); in the data active means inhibition above about 50%;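 further: plate controls were vehicle with enzyme for no effect and no enzyme for full effect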
# Large T inhibition: TAg ATPase/helicase activity blockers – biochemical (AID 1903). SV40 large T antigen ATPase/helicase inhibition assay; higher % means a stronger effect. inhibition, % at 20 µM; hits with a dose series show IC50 in µM. actives 0.39% (n = 310,000); in the data active means a potency from the dose series; inconclusive means inhibition mostly from about 32% at the one dose, without a potency; inactive means the rest, 99 in 100 with inhibition below about 32%; further: strong numbers were not always called active
# Hep lipid drop cells 6.5 µM: further read-out of Hep lipid drop, marked with its call; cell count; measured here: cell count, cytotoxicity flag;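 cells counted across two imaged fields per well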
# T cell modulator vesicle-bound %: further read-out of T cell modulator, marked with its call; double positive events, %; measured here: CD8+ vesicle-bound cell fraction;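 binding gate set so that unloaded-vesicle control wells show 10% double positive cells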
# NTR1 agonist cell count 20 µM: also measured in NTR1 agonist; calls as there; cell count; measured here: cell count, cytotoxicity flag
# Active calls of the source: *; i = inactive; ? = inconclusive; nt = no result given; & = joins results of further samples.
entry	structure	GPR55 LPI antagonism	GPR35 arrestin U2OS	Rac1 GTP hydrolysis	GPR55 activation	NTR1 agonist	NTR1 agonist cell count 20 µM	Hep lipid drop	Hep lipid drop cells 6.5 µM	T cell modulator	T cell modulator vesicle-bound %	LYP phosphatase	Large T inhibition
1	CCc1ccc(CN2CCCC(C(=O)c3sccc3C)C2)o1 (stereo unspecified)	18%	12%	-2%	-0.2%	-0.2	29	-22	720	i	1	-1%	0%
2	O=[N+]([O-])NC1=NCN(Cc2ccco2)CN1Cc1ccco1	2%	0%	-3%	0.6%	5.1	65	6	719	i	31	-8%	5%
3	O=C1NC(=O)C(CCc2ccncc2)(c2ccccc2)C(=O)N1	59%	15%	-5%	-0.1%	-0.4	86	0	798	i	4	-7%	-10%
4	Cc1ccccc1CN1CCCN(Cc2ccc(Cl)cc2)S1(=O)=O	13%	-12%	6%	0.0%	4.5	85	14	821	i	27	-3%	5%
5	CCN1CCN(Cc2cc(OC)c3c(c2)OCO3)CC1	-7%	7%	0%	-0.3%	0.1	51	7	797	i	50	-5%	28%
6	CCCCCCn1c(=O)c(C(=O)Nc2cnccn2)c(O)c2ccccc21	10%	19%	5%	-0.3%	15	36	13	730	i	62	-5%	-3%
7	C=Cn1ccnc1P(=S)(c1ccc(Cl)cc1)c1nccn1C=C	3%	9%	6%	-0.3%	-0.1	48	-2	701	i	23	-4%	2%
8	O=c1[nH]c(=O)n(CCC2=CCCCC2)c(O)c1C=NCc1cccnc1	2%	2%	7%	-0.2%	1.2	38	nt	nt	i	24	0%	8%
9	Cc1cc2c(C(C)C)c(O)c(O)c(C=O)c2c(O)c1-c1c(C)cc2c(C(C)C)c(O)c(O)c(C=O)c2c1O	14%	-29%	nt	0.4%	nt	nt	-6	570	nt	nt	12%	?
10	COc1ccccc1-n1c(O)c(C=Nc2c(C)n(C)n(-c3ccccc3)c2=O)c(=O)[nH]c1=O	13%	3%	0%	-0.2%	1.3	47	2	792	i	6	-7%	13%
11	c1ccc2c(CN3CCOCC3)c[nH]c2c1	10%	-14%	7%	-0.2%	-0.3	57	-5	835	i	46	-9%	9%
12	Cc1cc(N2CCNCC2)nc2ccccc12	10%	0%	1%	0.5%	1.9	69	nt	nt	i	41	-12%	7%
13	CCCCC(=O)N/N=C/c1c(O)n(Cc2ccc(F)cc2)c(=O)[nH]c1=O	-6%	3%	16%	-0.3%	1.0	54	7	679	i	41	-2%	10%
14	COC(=O)C1=C(c2ccccc2)C[C@@H]2CC[C@H]1N2C(=O)NCCS(C)=O (stereo partly specified)	nt	nt	9%	nt	-1.2	92	nt	nt	i	32	nt	17%
15	CN(C)C(Cc1ccc(Cl)cc1)C(=O)c1ccccc1 (stereo unspecified)	3%	6%	8%	-0.2%	0.7	77	-23	628	i	38	1%	-2%
16	NC(=O)Cn1cc(C(=O)c2ccccc2F)c2ccccc21	12%	3%	8%	-0.2%	1.2	43	0	672	i	15	-3%	8%
17	NP(=O)(OCCCc1ccccc1)Oc1ccccc1Cl (stereo unspecified)	4%	13%	6%	0.0%	2.6	107	-33	708	i	31	-11%	-2%
18	Cc1ccc(C(=O)N[C@@H](C)CN2C3=NC[C@@H](Cc4ccccc4)N3C[C@H]2Cc2ccc(O)cc2)cc1Br	32%	56%	nt	1.6%	16	61	2	702	i	47	-4%	11%
19	COc1ccc2c3c([nH]c2c1)C(C)=NCC3	3%	4%	6%	-0.2%	-1.7	66	1	629	i	33	-8%	22%&6%
20	CCOC(=O)C1=C(C)OC(N)=C(C#N)C12C(=O)Nc1ccc(C)cc12 (stereo unspecified)	4%	1%	10%	-0.2%	-0.1	81	nt	nt	i	27	-5%	1%
21	CCCCN1CCC(C#N)(Nc2ccccc2)CC1	14%	10%	7%	-0.2%	-0.9	89	nt	nt	i	25	-7%	1%
22	CCC(=NCc1cccnc1)c1c(O)n(-c2ccccc2C)c(=O)[nH]c1=O	2%	-2%	3%	-0.1%	-0.9	47	0	714	i	57	-7%	7%
23	CC(C(=O)c1c[nH]c2ccccc12)N1CCN(C(=O)c2ccco2)CC1 (stereo unspecified)	12%	0%	4%	0.3%	0.5	48	-1	748	i	24	-2%	9%
24	CCCCCCn1c(=O)c(C(=O)Nc2ccncc2)c(O)c2ccccc21	12%	-7%	nt	0.2%	nt	nt	-106	690	nt	nt	1%	nt
25	CC1(C)COC(Nc2cccc(Cl)c2)=N1	10%	-7%	5%	0.2%	-1.3	100	3	731	i	41	0%	-4%
26	CNC(=O)OCc1n(C)cc[n+]1C	13%	1%	-4%	0.1%	-0.8	72	-7	688	i	36	-8%	6%
27	COc1ccccc1N1CCN(CCc2ccccc2)CC1	9%	8%	12%	-0.3%	-0.9	65	-1	819	i	47	-7%	0%
28	Cc1cccnc1-n1c(-c2ccccc2)nc2ccccc2c1=O	4%	-4%	5%	-0.1%	2.4	67	nt	nt	i	26	-1%	10%
29	CN1CCN(c2ccc([N+](=O)[O-])c(SCCO)c2)CC1	1%	7%	8%	-0.2%	-1.5	58	-5	643	i	8	-2%	24%
30	CN1CC(C(=O)c2ccc(F)cc2)C(c2c(F)cccc2Cl)C1 (stereo unspecified)	7%	3%	4%	-0.1%	-0.1	54	-1	706	i	26	-10%	1%

entry	structure	GPR55 LPI antagonism	GPR35 arrestin U2OS	Rac1 GTP hydrolysis	GPR55 activation	NTR1 agonist	NTR1 agonist cell count 20 µM	Hep lipid drop	Hep lipid drop cells 6.5 µM	T cell modulator	T cell modulator vesicle-bound %	LYP phosphatase	Large T inhibition
31	COc1ccc2c(c1)c(C(=O)CN1CCN(C)CC1)c(C)n2Cc1ccccc1	-7%	4%	9%	0.2%	-1.0	60	nt	nt	i	58	-10%	10%
32	Cc1ccc(C(=O)n2cc(CCN3CCS(=O)(=O)CC3)c3ccccc32)cc1	13%	0%	2%	0.3%	-1.1	67	nt	nt	i	60	2%	4%
33	O=C(NC(=S)N1C[C@H]2C[C@H](C1)c1cccc(=O)n1C2)c1ccc(Cl)cc1Cl	-9%	14%	3%	0.4%	-0.2	82	nt	nt	i	39	-10%	11%
34	COC(=O)C1=CCCN(C)C1	-10%	10%	2%	0.2%	5.1	80	-8	653	i	39	-4%	7%
35	CCCCn1c(O)c(C=NC2CCCCC2N)c(=O)[nH]c1=O (stereo unspecified)	-1%	-6%	8%	-0.1%	0.7	44	3	742	i	23	4%	4%
36	Cc1ccc(CC(=O)N2CCN(Cc3ccccc3)CC2)cc1	6%	0%	0%	-0.3%	-1.8	86	4	687	i	55	-10%	10%
37	CC(C)Oc1cccc(C(=O)C2CCCN(Cc3ccon3)C2)c1 (stereo unspecified)	4%	8%	7%	-0.3%	3.0	53	-6	698	i	47	-10%	-1%
38	CCC(=NCc1cc(OC)cc(OC)c1)c1c(O)n(C2CCCCC2)c(=O)[nH]c1=O	3%	3%	6%	-0.1%	15	58	1	769	i	31	6%	8%
39	NCCc1c[nH]c2ccc(O)cc12	nt	nt	18%	nt	1.4	60	nt	nt	i	22	nt	41µM*
40	CC(=O)N1CCN(Cc2ccc(Cl)nc2)CC1	14%	-5%	7%	0.0%	1.2	52	-1	851	i	51	-8%	2%
41	COc1ccc(CCn2c(O)c(C=NCCCN(C)C)c(=O)[nH]c2=O)cc1OC	-14%	-8%	4%	0.2%	1.0	61	-4	672	i	12	0%	1%
42	COCCN1Cc2cc(=O)n3c([nH]c4ccccc43)c2C1=N	6%	4%	0%	-0.3%	-1.3	62	0	738	i	29	-55%	15%
43	CN(C)CCN(CC1CCCN(Cc2ccccc2F)C1)C(=O)Cc1c(F)cccc1F (stereo unspecified)	13%	-10%	5%	-0.4%	-0.2	59	-9	756	i	54	-11%	10%
44	COc1cc2ccccc2cc1C(=O)Nc1ccc(Cc2ccncc2)cc1	-30%	-14%	1%	-0.1%	18	86	4	779	i	31	-6%	1%
45	CCC(COC(=O)NC)NC(=O)Oc1ccccc1 (stereo unspecified)	11%	-2%	11%	0.3%	-0.8	31	nt	nt	i	49	-7%	4%
46	O=C1C2CCN(CC2)C1Cc1ccc(OCCOc2ccccc2)cc1 (stereo unspecified)	4%	-18%	15%	-0.2%	0.2	46	nt	nt	i	8	-10%	4%
47	O=C(Nc1ccccc1)c1cccn(Cc2ccccc2)c1=O	3%	-16%	5%	-0.3%	-0.5	106	-6	723	i	55	1%	10%
48	O=C(Cc1ccc([N+](=O)[O-])cc1)N1CCN(Cc2ccc3c(c2)OCO3)CC1	0%	-6%	nt	0.2%	0.3	43	-10	641	i	22	-6%	11%
49	CCc1ccc(N2C(=O)NC(=O)C(CCc3ccncc3)(CCc3ccncc3)C2=O)cc1	2%	-19%	10%	0.1%	0.6	54	1	721	i	40	-9%	19%
50	Cc1cccc(N2CCc3c2nc2ccccc2c3N)c1	0%&1%	-2%&-5%	15%&7%	-0.1%&-0.2%	7.0&-1.6	62&83	-18	594	i	55&54	0%&-5%	-10%&1%
51	CC(=O)OC1(c2ccccc2)CCN(C)C2CCCCC21 (stereo unspecified)	-6%	0%	3%	-0.1%	1.2	61	-9	731	i	22	-9%	-8%
52	CN(C)c1ccc(C=C2C(=O)NC(=S)NC2=O)cc1[N+](=O)[O-]	10%	-9%	20%	-0.2%	-0.5	55	34	661	i	39	1%	74µM*
53	COc1ccc(SCC2CN(C)CCC2c2ccc(F)cc2)cc1 (stereo unspecified)	nt	nt	1%	nt	2.0	44	nt	nt	i	58	nt	13%
54	CCCCCCn1c(N)c(C(=O)NCCN2CCOCC2)c2nc3ccccc3nc21	-2%	2%	11%	0.3%	24	47	-25	651	i	24	-9%	5%
55	CCN(C(=O)CN1CC=C(c2ccccc2)CC1)c1c(N)n(Cc2ccccc2)c(=O)[nH]c1=O	-5%	-2%	5%	0.3%	-0.5	105	9	650	i	54	-1%	6%

# Source: PubChem (several laboratories)

# A portion of the library; rates above refer to the full screens.
